# Screens from PubChem.
# hIAP block = human IAP inhibition; P09923; purified IAP, CDP-Star luminescence, 30 min; inhibition, % at 10 µM; actives 0.12% (n = 330,000); AID 2544;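 active = inhibition reaching a set limit with compound at 10 µM in the primary screen, cut at about 35% in these data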;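 also: plate controls were DMSO wells with enzyme for no effect and no-enzyme buffer wells for full effect; values of inactives mirror those of a sister screen read the other way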
# beta cell repl = inducers of beta-cell replication in MIN6 cells; MIN6 cells proliferation, ATPlite luminescence, 48 h; cells starved in 0.2% serum; 100% = growth in 10% serum; proliferation, % at 10 µM; actives 0.29% (n = 330,000); AID 2380;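 active = compounds whose signal lies at least 3.5 SD above the mean of all wells on their plate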;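 also: 0% = DMSO-treated cells in low-serum medium and 100% = 10% serum control; some compounds called inactive have numbers as strong as hits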
# APOBEC3A inh = inhibitors of human APOBEC3A DNA deaminase | P31941 | recombinant A3A, FAM/TAMRA ssDNA deamination fluorescence | inhibition, % at 20 µM | actives 0.41% (n = 330,000) | AID 493011;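 active = at least 40% inhibition at 20 µM here, with at most 30% in a related deaminase screen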;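 also: plate controls were A3A with DMSO for no effect and wells lacking A3A enzyme for full effect; some results filed as inactive read as strong as hits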
# Target sequence (P31941 whole entry, looked up): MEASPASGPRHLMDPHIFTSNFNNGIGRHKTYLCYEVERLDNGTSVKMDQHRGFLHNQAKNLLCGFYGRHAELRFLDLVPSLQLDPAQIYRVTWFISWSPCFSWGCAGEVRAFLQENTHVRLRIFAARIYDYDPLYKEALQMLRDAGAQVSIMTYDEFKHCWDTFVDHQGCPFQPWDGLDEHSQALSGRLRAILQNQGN
# mIAP block = mouse IAP inhibition | inhibition, % at 10 µM | purified mouse IAP, CDP-Star luminescence, 30 min | actives 0.2% (n = 330,000);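 active = inhibition of at least 40% at 10 µM in the primary screen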;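 also: plate controls were DMSO with enzyme for no effect and no enzyme wells for full effect; values of inactives mirror those of a sister screen read the other way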
# A3G deaminase = APOBEC3G (human) deaminase inhibition. Q9HC16. recombinant A3G, ssDNA deamination FAM/TAMRA fluorescence. inhibition, % at 20 µM. actives 0.28% (n = 330,000). AID 493012;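 active = inhibition of at least 40% at 20 µM, with no more than 30% in the related APOBEC3A deaminase screen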;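 also: plate controls were DMSO wells with A3G for no effect and wells lacking A3G enzyme for full effect; some compounds called inactive have numbers as strong as hits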
# Target sequence (Q9HC16 whole entry, looked up): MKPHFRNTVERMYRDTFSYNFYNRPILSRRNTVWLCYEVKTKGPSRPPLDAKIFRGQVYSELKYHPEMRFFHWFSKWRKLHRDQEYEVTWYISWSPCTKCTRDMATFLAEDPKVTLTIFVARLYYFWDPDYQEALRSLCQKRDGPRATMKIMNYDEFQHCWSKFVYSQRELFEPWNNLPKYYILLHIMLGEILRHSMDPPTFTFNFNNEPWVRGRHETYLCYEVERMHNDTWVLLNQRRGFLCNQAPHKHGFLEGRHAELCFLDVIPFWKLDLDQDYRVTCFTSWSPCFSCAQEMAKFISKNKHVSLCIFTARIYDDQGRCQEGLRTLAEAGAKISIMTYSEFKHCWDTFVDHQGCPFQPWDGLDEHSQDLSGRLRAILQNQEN
# hIAP act = increases human intestinal alkaline phosphatase activity. P09923. purified human IAP, CDP-Star luminescence, 30 min; hits give high values; 1 = vehicle-only enzyme, 0 = enzyme-free background. activation factor at 10 µM. actives 0.16% (n = 330,000). AID 2524;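 active = activation factor of the enzyme at least 2-fold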; also: the source names both 10 and 20 µM as test concentration; values of inactives mirror those of a sister screen read the other way
# MPTP block = blocks calcium-induced mitochondrial swelling | isolated mouse mitochondria, Ca2+ swelling absorbance, 30 min | inhibition, % at 10 µM | actives 1.4% (n = 360,000);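 active = inhibition of 50% or more, scaled per plate between neutral and stimulator controls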;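 also: 0% = DMSO wells given calcium and 100% = 1 mM EGTA wells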
# mIAP act = increases mouse intestinal alkaline phosphatase activity; actives 0.24% (n = 330,000); activation factor at 10 µM; muIAP, CDP-Star luminescence, 30 min; hits give high values; 1 = vehicle-only enzyme signal, 0 = enzyme-free wells;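 active = activation factor of at least 2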; also: the source names both 10 and 20 µM as test concentration; values of inactives mirror those of a sister screen read the other way
#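 also added = chemiluminescent substrate CDP-Star | test system = mouse IAP enzyme | signal = chemiluminescence readout | compound = DMSO-dissolved test compounds | incubation = 30 min at room temperature | benchmarks = DMSO wells, no-enzyme wells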
# ATG4B inhibitor = blocks human ATG4B protease cleavage of LC3 substrate; Q9Y4P1; ATG4B cleavage of LC3-PLA2, NBD-HPC fluorescence, 1 h; inhibition, % at 8.33 µM; actives 0.51% (n = 340,000); AID 504462; in the data active = inhibition above about 40%
# Target sequence (Q9Y4P1 whole entry, looked up): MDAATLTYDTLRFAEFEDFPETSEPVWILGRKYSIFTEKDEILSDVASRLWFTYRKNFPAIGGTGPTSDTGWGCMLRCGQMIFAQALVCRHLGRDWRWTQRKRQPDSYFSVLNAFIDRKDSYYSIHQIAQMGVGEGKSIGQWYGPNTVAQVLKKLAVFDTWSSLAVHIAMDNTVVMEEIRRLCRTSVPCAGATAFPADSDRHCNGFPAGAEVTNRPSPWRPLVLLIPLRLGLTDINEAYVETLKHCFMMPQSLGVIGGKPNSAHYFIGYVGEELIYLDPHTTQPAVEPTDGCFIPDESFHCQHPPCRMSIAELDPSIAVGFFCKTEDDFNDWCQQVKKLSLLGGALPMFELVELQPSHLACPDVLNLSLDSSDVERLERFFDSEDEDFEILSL
# Numbers without * were called inactive. Random draw from the library. About 3.3% of those tested had a hit in this group.
no.	structure	beta cell repl	APOBEC3A inh	MPTP block	mIAP act	mIAP block
1	CC[C@@]12C(=O)N(c3cccc(Cl)c3)C(=O)N1[C@H](c1cccc(C)c1)[C@@H]1C(=O)N(Cc3ccccc3)C(=O)[C@@H]12	-3	0	0.9	0.91	9
2	COc1cccc(NC(=O)C(=O)NCC2CCCN2S(=O)(=O)c2ccccc2)c1 (configuration not stated)	1	0	-0.2	0.95	5
3	CN(C)c1ccc(NC(=O)CCN2C(=O)c3cccc([N+](=O)[O-])c3C2=O)cc1	0	-2	-0.1	1	-2
4	COc1ccc(/C=C/C(=O)c2cc(Br)ccc2OC(=O)c2ccco2)cc1OC	-6	1	-0.8	1.1	-6
5	CC(C)(C)c1ccc(C(=O)N2CCCC2)s1	-2	-2	1.5	1	-2
6	CCc1ccc(OCC(O)CNC(C)(C)C)cc1 (configuration not stated)	0	-2	1.0	1	-2
7	Cc1occc1C(=O)N/N=C/c1c[nH]c2ccccc12	-3	7	-2.0	0.88	12
8	O=C(CSc1nnc(-c2ccncc2)o1)c1cccc([N+](=O)[O-])c1	-1	-2	-0.2	0.76	24
9	Cc1c(C(=O)NCc2ccccc2CN2CCCC2)oc2ccccc12	-6	-3	0.5	1	0
10	O=C1[C@@H]2CSCN2C(=O)CN1CCc1cccc(F)c1	-3	0	9.2	1	-2
11	O=C(CSc1nnc(-c2ccc(S(=O)(=O)N3CCCC3)cc2)o1)NCC1CCCO1 (configuration not stated)	-3	-3	-1.2	0.92	8
12	Cc1ccnc(NC(=O)CCNS(=O)(=O)c2ccc(C)c(C)c2)c1	-4	-2	-0.8	0.99	1

no.	hIAP block	A3G deaminase	ATG4B inhibitor	hIAP act
1	8	-4	-5	0.92
2	-12	2	-14	1.1
3	-6	-2	3	1.1
4	-90	4	3	1.9
5	1	-3	2	0.99
6	1	9	5	0.99
7	3	2	7	0.97
8	-8	-4	-8	1.1
9	-14	-10	-1	1.1
10	12	-10	7	0.88
11	2	-5	-3	0.98
12	4	-5	8	0.96

# (cont.)
no.	structure	beta cell repl	APOBEC3A inh	MPTP block	mIAP act	mIAP block
13	CCC(C)NC(=O)CSC1=Nc2ccccc2C2=NC(CCC(=O)NCc3ccco3)C(=O)N12 (configuration not stated)	0	-2	2.0	0.93	7
14	CNc1cc(C)nc(-n2nc(C)cc2C)n1	-2	-6	0.0	0.95	5
15	COCCCn1c(SCC(=O)Nc2nc3ccccc3s2)nnc1-c1ccoc1C	0	-5	1.4	0.89	12
16	COc1ccc(N2CCN(C(=O)COC(=O)c3ccc(OC(F)F)cc3)CC2)cc1	-3	-5	-0.5	0.97	3
17	Cc1cc(C)cc(NC(=S)Nc2ccccn2)c1	-1	-4	-1.0	0.9	10
18	Cc1ccc(NC(=O)/C=C/c2ccc3c(c2)OCO3)nc1	0	-2	0.0	0.95	5
19	CCc1ccc(NC(=O)C(C)OC(=O)c2ccc(NS(=O)(=O)c3ccc(C)c([N+](=O)[O-])c3)cc2)cc1 (configuration not stated)	-4	10	16	0.92	8
20	CC(C)[C@H](NC(=O)N1c2ccccc2NC(=O)[C@@H]1C(C)C)C(=O)N1CCC(C(=O)O)CC1	0	27	-1.2	0.98	2
21	Cc1cc(C(=O)N/N=C/c2ccc(N3CCOCC3)cc2)c(C)o1	-4	-1	-0.6	0.98	2
22	COc1ccc(/C=C/C(=O)Nc2ccc3c(c2)CCC3)cc1OC	0	6	0.8	0.88	12
23	CC(C)CNC(=O)c1cc(-c2ccc(Cl)c(Cl)c2)on1	0	-2	-0.9	0.99	0
24	Cc1cc(OCc2cc(C(=O)NCCN3CCCCC3CO)no2)cc(C)c1Cl (configuration not stated)	-7	-3	-0.5	0.9	10

no.	hIAP block	A3G deaminase	ATG4B inhibitor	hIAP act
13	20	-5	-8	0.8
14	3	-9	-13	0.97
15	13	-6	-10	0.87
16	5	-6	-12	0.95
17	2	-3	0	0.98
18	12	-9	-5	0.88
19	14	-3	2	0.86
20	0	4	-9	1
21	11	-5	-9	0.89
22	-1	-1	-20	1
23	5	-5	14	0.95
24	-29	-8	4	1.3

# Limited to mIAP block (two entries from above):
cpd	molecule	mIAP block
16	COc1ccc(N2CCN(C(=O)COC(=O)c3ccc(OC(F)F)cc3)CC2)cc1	3
17	Cc1cc(C)cc(NC(=S)Nc2ccccn2)c1	10

# More records follow:
no.	structure	beta cell repl	APOBEC3A inh	MPTP block	mIAP act	mIAP block
25	Fc1ccc(CSc2nncn2NCc2ccccc2)cc1	-3	2	2.1	1.1	-7
26	COc1cccc(-c2nnc(NC(=O)c3ccc4ncsc4c3)o2)c1	-7	-6	-2.1	0.85	15
27	COc1ccc(CCNC(=S)NC(=O)c2ccc(Br)cc2)cc1OC	-6	-9	0.3	0.83	17
28	COc1cc2[nH]c(=O)n(CCCC(=O)NC3CCCCC3)c(=O)c2cc1OC	-3	-4	0.4	0.9	10
29	Cc1ccc(OCC(=O)N(Cc2ccccc2)C(C)C)c([N+](=O)[O-])n1	0	5	0.4	1.1	-7
30	CSc1nnc([C@@H]2CCCN2C(=O)OC(C)(C)C)o1	-2	5	0.6	1	0
31	CC1(c2ccc(Cl)cc2)NC(=O)N(CC(=O)N2CCc3ccccc3C2)C1=O (configuration not stated)	-1	-3	0.6	1	-2
32	O=C(NC(=S)Nc1ccc2oc(=O)ccc2c1)c1cccc(Cl)c1	-4	-4	-0.2	0.82	18
33	CC1=C/C(=N\NC(=O)c2ccc(O)cc2)CC1	0	-2	0.5	1	-3
34	O=C(NC(=S)N1CCN(c2ccccc2)CC1)c1c(F)cccc1F	-2	-6	-1.5	0.96	4
35	CCOC(=O)c1c(C)[nH]c(C)c1C(=O)CSc1nc2ccccc2c(=O)n1-c1ccc(Cl)cc1	-3	3	1.6	1	-3
36	Cc1ccc2nc(SCC(=O)Nc3c(F)cccc3F)[nH]c2c1	1	-1	-1.8	0.75	25

no.	hIAP block	A3G deaminase	ATG4B inhibitor	hIAP act
25	-46	-8	-7	1.5
26	-39	-9	-2	1.4
27	16	-19	5	0.84
28	-2	-8	-4	1
29	24	1	-6	0.76
30	-10	-2	-1	1.1
31	-17	-10	-6	1.2
32	-12	-4	-3	1.1
33	19	-3	0	0.81
34	-6	-7	3	1.1
35	-8	6	39	1.1
36	-22	-4	1	1.2

# Following part:
no.	structure	beta cell repl	APOBEC3A inh	MPTP block	mIAP act	mIAP block
37	Cc1cc(C)cc(OCc2ccc(C(=O)N3N=C(C(F)F)CC3(O)C(F)F)o2)c1 (configuration not stated)	-3	0	2.2	0.98	2
38	CNc1oc(/C=C/c2cccc(OC)c2)nc1C#N	-3	-6	-0.5	1.1	-6
39	CC(C)(C)CC(=O)Nc1ccc(-c2nnc3n2CCCCC3)cc1	-1	0	0.4	1	-3
40	CC(C)(C)c1ccc(/C=C/C(=O)Nc2cccnc2)cc1	-5	0	0.5	0.97	3
41	Cc1ccnc(N2CCC(C(=O)Nc3ccc4c(c3)CCC4)CC2)n1	-1	-4	0.8	1.1	-15
42	CN1C(=O)C(=O)N(CC(=O)N2CCc3ccccc32)C1=O	-2	-1	-1.4	0.98	2
43	COc1ccc(NC(=O)Cn2nnc(C(=O)NCc3ccc(C)cc3)c2N)cc1Cl	-4	1	1.2	1	-2
44	O=C(Cn1ccc2ccccc2c1=O)NCCC(=O)N1CCCCC1	7	2	-0.4	1	-2
45	CC1(C)N=C(N)N=C(N)N1c1ccc(Oc2ccc(Cl)cc2)c(Cl)c1	-5	-1	-0.9	1	-2
46	CCCCC(=O)NC(c1ccccc1OC)c1ccc2cccnc2c1O (configuration not stated)	-6	7	1.2	0.94	6
47	COc1ccccc1NC(=O)C1(C)Cc2ccccc2C(=O)O1 (configuration not stated)	-3	2	0.3	0.91	9
48	Cc1ccc(SCC(=O)Nc2ccc(F)cc2[N+](=O)[O-])cc1C	-4	-1	-1.3	0.87	13

no.	hIAP block	A3G deaminase	ATG4B inhibitor	hIAP act
37	-7	0	1	1.1
38	-22	4	-1	1.2
39	-16	-6	-2	1.2
40	8	16	2	0.92
41	6	-6	2	0.94
42	-11	6	4	1.1
43	-12	-2	-8	1.1
44	-4	-2	-7	1
45	-7	-3	8	1.1
46	-22	3	-4	1.2
47	2	2	-14	0.98
48	21	-5	9	0.79

# Carrying on:
no.	structure	beta cell repl	APOBEC3A inh	MPTP block	mIAP act	mIAP block
49	S=C1NCN(C2CCCCC2)CN1Cc1ccccc1	2	-4	-1.9	1.1	-7
50	CCCCc1ccc(NC(=O)C2CCCO2)cc1 (configuration not stated)	-3	1	-6.1	0.98	2
51	O=C(Nc1cccc(Cl)c1)c1cc2c(=O)n3ccccc3nc2s1	-4	2	-3.5	1.1	-15
52	Fc1ccc(-c2nnn(Cc3ccc(F)cc3Cl)n2)cc1	-3	-1	-1.2	1	-2
53	c1ccc2nc(-c3ccncc3)ccc2c1	0	0	1.5	1.1	-6
54	CCCNC(=O)c1oc2ccc3c(c2c1C)C=CC(C)(C)O3	1	-4	-0.1	1	-5
55	CCCCN(C(=O)c1ccc(Br)o1)C1CCS(=O)(=O)C1 (configuration not stated)	-2	-1	-0.8	0.98	2
56	O=C(CSc1ncc(-c2ccccc2)n1-c1ccccc1)NCc1ccco1	-2	-2	3.3	1	-5
57	Cc1c(NC(=O)OCc2ccccc2)c(=O)n(-c2ccccc2)n1C	5	-3	-0.7	1	-2
58	CCn1c2nc(SCCN3CCOCC3)nnc2c2cc(C)cc(C)c21	1	0	-0.5	0.92	8
59	O=C(O)c1ccc(-c2cccc([N+](=O)[O-])c2)o1	-1	-2	1.8	1.1	-9
60	CNC(=S)NCC(O)c1ccc([N+](=O)[O-])cc1 (configuration not stated)	2	-4	0.5	0.94	6
61	COCc1cc(C2C(C(=O)c3ccco3)=C(O)C(=O)N2CCOCCO)ccc1O (configuration not stated)	-1	-6	7.3	0.91	9
62	Cc1cc(C)nc(NC(=O)CSc2ccccn2)n1	2	-6	0.0	1	-4
63	O=C(N/N=C/c1c(Cl)cccc1Cl)c1n[nH]c2c1CCCC2	0	-3	2.9	0.95	5

no.	hIAP block	A3G deaminase	ATG4B inhibitor	hIAP act
49	-12	-4	4	1.1
50	16	-5	7	0.84
51	-15	5	-2	1.2
52	7	-4	27	0.93
53	23	-3	5	0.77
54	9	-4	-2	0.91
55	-4	-4	-3	1
56	-33	-3	2	1.3
57	2	-4	-11	0.98
58	8	-4	-17	0.92
59	0	-7	-5	1
60	-3	-6	7	1
61	6	-4	-2	0.94
62	-10	-6	-1	1.1
63	1	-5	-13	0.99

# 6 entries from above, arranged by their value in MPTP block, falling.
cpd	Compound	APOBEC3A inh	MPTP block	mIAP act	mIAP block	hIAP block	A3G deaminase	ATG4B inhibitor	hIAP act
59	O=C(O)c1ccc(-c2cccc([N+](=O)[O-])c2)o1	-2	1.8	1.1	-9	0	-7	-5	1
60	CNC(=S)NCC(O)c1ccc([N+](=O)[O-])cc1 (configuration not stated)	-4	0.5	0.94	6	-3	-6	7	1
62	Cc1cc(C)nc(NC(=O)CSc2ccccn2)n1	-6	0.0	1	-4	-10	-6	-1	1.1
54	CCCNC(=O)c1oc2ccc3c(c2c1C)C=CC(C)(C)O3	-4	-0.1	1	-5	9	-4	-2	0.91
58	CCn1c2nc(SCCN3CCOCC3)nnc2c2cc(C)cc(C)c21	0	-0.5	0.92	8	8	-4	-17	0.92
51	O=C(Nc1cccc(Cl)c1)c1cc2c(=O)n3ccccc3nc2s1	2	-3.5	1.1	-15	-15	5	-2	1.2
